NS5 inhibitors: Dengue-2 NS5 methyltransferase inhibitors, primary screen, biochemical, confirmation dose response (AID 588689). Genome polyprotein (Dengue virus type 2 (strain 16681-PDK53)). Dengue-2 NS5 methyltransferase capping enzyme assay, biochemical; higher % means a stronger effect. one-dose inhibition, % at 25 µM; IC50 in µM for titrated hits. 340,000 compounds, 0.3% hits; in the data active means a potency from the dose series; inconclusive means inhibition above about 29% without an active follow-up result
West Nile antiviral: West Nile virus antiviral activity, cell-based, CPE readout (AID 1621); West Nile virus-infected cells, CPE inhibition; higher % means a stronger effect; CPE inhibition, % at 10 µM, or IC50 in µM where a hit was titrated; 290,000 compounds, 0.02% hits; in the data active means a potency from the dose series; inconclusive means CPE inhibition mostly from about 3.7% at the one dose, without a potency; inactive means the rest, 99 in 100 with CPE inhibition below about 2.2%; further: strong numbers were not always called active
Rac1 GTP hydrolysis: MgcRacGAP GTPase-activating activity inhibitors, confirmation, biochemical, ADP Hunter fluorescence; Rac GTPase-activating protein 1 (Homo sapiens); MgcRacGAP-stimulated Rac1 GTP hydrolysis, ADP Hunter fluorescence; higher % means a stronger effect; GST-tagged Rac1 F28L mutant substrate; inhibition, % at 30 µM, or IC50 in µM where a hit was titrated; 340,000 compounds, 0.6% hits;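 active means first-screen hits whose inhibition reached a set limit at any dose in the follow-up dose series; inconclusive means inhibition above the set first-screen limit but never retested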;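 further: fluorescence reports GDP produced by GAP-driven GTP hydrolysis; strong numbers were not always called active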
Salmonella PhoP GFP: inhibitors of PhoP regulon expression, primary screen, Salmonella Typhimurium, GFP reporter (AID 1863). S. Typhimurium PhoP-regulated promoter GFP reporter, 4 h; higher % means a stronger effect. inhibition, % at 50 µM, or IC50 in µM where a hit was titrated. 300,000 compounds, 0.16% hits;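 active means inhibition over 29.93%, a cutoff 3 SD above the screen mean, later confirmed by dose response; inconclusive means inhibition over 29.93% but no dose response follow-up; inactive means inhibition at most 29.93% or unconfirmed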;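 further: 0% = low Mg2+ inducing control and 100% = high Mg2+ repressing control; strong numbers were not always called active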
K1F lysis inhibition: inhibition of K1F phage lysis, E. coli UTI89, bacterial capsule biogenesis inhibitors, alamar blue (AID 488966); inhibition, % at 100 µM; hits with a dose series show IC50 in µM; 340,000 compounds, 0.02% hits; E. coli UTI89 K1F phage lysis, alamar blue, 2 h; higher % means a stronger effect;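 active means phage lysis inhibition, versus mean bacterial control, above a set limit; inconclusive means no clear call, values can overlap the other calls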;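 further: capsule biogenesis inhibitors block K1F phage lysis so surviving cells raise fluorescence; higher fluorescence means more inhibition of phage lysis; actives were called in the ten point dose series up to 300 µM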
Large T inhibition: SV40 large T antigen inhibitors, biochemical (AID 1903); SV40 large T antigen ATPase/helicase inhibition assay; higher % means a stronger effect; inhibition, % at 20 µM, or IC50 in µM where a hit was titrated; 310,000 compounds, 0.39% hits; in the data active means a potency from the dose series; inconclusive means inhibition mostly from about 32% at the one dose, without a potency; inactive means the rest, 99 in 100 with inhibition below about 32%; further: strong numbers were not always called active
NTR1 agonist: agonists of NTR1, primary screen, imaging, U2OS cells, beta-arrestin-GFP, high content (AID 493036); NTR1-U2OS beta-arrestin-GFP spot imaging, agonist mode; activation, % at 20 µM; 330,000 compounds, 0.17% hits;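 active means activation at or above 40% of the spot to cytoplasm intensity ratio, with at least 20 cells analyzed; inconclusive means wells under 20 cells, flagged as cytotoxic or low count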;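 further: 0% = DMSO without peptide and 100% = 100 nM NTR1 peptide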
Target sequence (P30989 whole entry, looked up): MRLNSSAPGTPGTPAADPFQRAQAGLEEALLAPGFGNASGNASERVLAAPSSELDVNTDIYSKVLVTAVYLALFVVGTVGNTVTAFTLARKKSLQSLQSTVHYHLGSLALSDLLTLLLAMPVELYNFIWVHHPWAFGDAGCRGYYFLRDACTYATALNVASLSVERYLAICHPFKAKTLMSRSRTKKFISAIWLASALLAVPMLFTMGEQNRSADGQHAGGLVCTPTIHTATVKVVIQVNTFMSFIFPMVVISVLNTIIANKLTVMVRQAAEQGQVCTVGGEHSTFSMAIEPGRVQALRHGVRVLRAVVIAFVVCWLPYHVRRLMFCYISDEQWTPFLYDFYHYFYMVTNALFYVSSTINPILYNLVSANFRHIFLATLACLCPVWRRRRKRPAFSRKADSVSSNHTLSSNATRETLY
RSV antiviral HEp-2: RSV antiviral activity via CPE protection, HEp-2 cells, primary 10 µM value included (AID 2391); HEp-2 cells, RSV-induced CPE inhibition; higher % means a stronger effect; one-dose CPE inhibition, % at 10 µM; IC50 in µM for titrated hits; 310,000 compounds, 0.13% hits; in the data active means a potency from the dose series; inconclusive means CPE inhibition mostly from about 23% at the one dose, without a potency; inactive means the rest, 99 in 100 with CPE inhibition below about 21%; further: strong numbers were not always called active
T cell HTS: modulators of CD8 T cell-vesicle binding, primary screen, mouse 2C CD8+ T cells, flow cytometry | 2C CD8+ T cell-vesicle binding; hits give low values | calls only at 7 µM | 330,000 compounds, 0.068% hits | AID 2052, 2009;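 active means response, share of CD8 T cells binding vesicles, and their 90th percentile fluorescence all below set limits, cut at about 80% in these data, passing the limit was not always enough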
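System: murine 2C transgenic CD8+ T lymphocytes; also added: QL9-loaded Drosophila micro-vesicles; times: binding 1.5 h at 37 °C; measured by: flow cytometry, PE anti-B7-1 (FL2) versus Alexa647 anti-CD8 (FL8), PFA-fixed; control set: Peptide-free naked vesicles (low) and QL9 vesicles with 0.7% DMSO vehicle (high)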
T cell HTS vesicle-bound %: recorded beside T cell HTS, whose call it bears; double positive events, %; measured here: CD8+ vesicle-bound cell fraction;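 binding gate set so that unloaded-vesicle control wells show 10% double positive cells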
NTR1 agonist cell count 20 µM: also measured in NTR1 agonist; calls as there; cell count; measured here: cell count, cytotoxicity flag
NS5 inhibitors pilot replicate: second read-out of NS5 inhibitors, no call of its own (marks repeat the call); inhibition, %; measured here: pilot screen replicate inhibition
An asterisk follows results filed as active; i = inactive; u = inconclusive; x = no result given; [ ] = another dose, or the depositor's remark. The order is random. Share with any hit: about 1.5%.

SMILES	NS5 inhibitors	West Nile antiviral	Rac1 GTP hydrolysis	Salmonella PhoP GFP	K1F lysis inhibition	Large T inhibition	NTR1 agonist	NTR1 agonist cell count 20 µM	RSV antiviral HEp-2	T cell HTS	T cell HTS vesicle-bound %	others
C=CCn1c(-c2csc3ccccc23)n[nH]c1=S	2%	0.2%	15%	-11%	1.0%	12%	-1.5	61	-2.1%	i	38
CC1(C)Cc2ccccc2C(N/N=C/c2cccc(F)c2)=N1	-9%	0.5%	2%	3%	1.2%	14%	-1.1	84	1.0%	i	20
CCCN(CC(=O)Nc1ccccc1C)C(=O)c1sc2ccccc2c1Cl	-4%	x	9%	x	1.0%[50 µM]	x	1.0	63	2.6%	i	48
CCC1COCCS(=O)(=O)N1Cc1ccc(Cl)cc1 (centres undefined)	-4%	-0.6%	4%	x	-0.9%	15%	18	59	0.4%	i	39
O=C(NC(=S)N1CCN(c2ccc(Cl)cc2[N+](=O)[O-])CC1)c1ccco1	2%	-0.5%	7%	-2%	1.1%[50 µM]	7%	5.7	51	0.1%	i	40
Cc1c(C(=O)C(=O)NCCCn2ccnc2)c2ccccc2n1C	2%	-0.4%	8%	2%	0.5%	4%	-1.4	53	0.8%	i	17
COc1ccc(N(Cc2ccccc2)S(=O)(=O)c2cccc(C(=O)Nc3ccccn3)c2)cc1	-3%	x	-3%	x	0.4%[50 µM]	x	-0.3	82	16%	i	57
Cc1cccc(NC(=S)NCc2ccc3[nH]c4c(c3c2)CCCC4)c1	-2%	-0.3%	20%	22%	1.3%	11%	9.1	64	17%	i	30
O=C(Nc1nccs1)[C@@H]1CCCN1C(=O)c1cccs1	-7%	0.1%	22%	2%	-0.1%	7%	-0.1	50	-1.1%	i	29
CCc1ccccc1NC(=O)CSc1nc2n[nH]c(C)c2c(=N)n1-c1cccc(OC)c1	6%	0.1%	21%	0%	-0.4%	4%	7.6	77	2.5%	i	51
N/C(=N\OS(=O)(=O)c1ccccc1)c1cccnc1	0%	1.5%	9%	-10%	0.5%[50 µM]	2%	x	x	0.6%	i	26
Cc1ccc(C(=O)c2c3ccc([N+](=O)[O-])cc3[n+]([O-])n2CCCN)cc1	-3%	x	9%	-4%	i	18%	2.3	53	12%	i	21
O=C(CSc1nnc(NC(=O)c2ccc(S(=O)(=O)N3CCOCC3)cc2)s1)Nc1ccccc1C(F)(F)F	-3%	0.7%	6%	-4%	0.0%	0%	-1.0	68	2.4%	i	54
CCn1c(COc2ccccc2C)nc2ccccc21	-3%	-0.1%	4%	4%	7.7%	-1%	-1.1	42	1.0%	i	59
Cc1nn(-c2ccccc2)c(N2CCCC2)c1/C=N/NC(=S)Nc1ccccc1C(F)(F)F	-4%	-2.0%	8%	1%	5.3%[50 µM]	8%	6.3	74	16%	i	40
C=CCOc1cccc(CNCc2cccnc2)c1	-12%	-0.7%	-4%	8%	0.0%	1%	0.0	55	-1.4%	i	55	NS5 inhibitors pilot replicate=-3.7
COc1ccc(C(=O)N2CCSCC2)cc1OC1CCN(C(C)=O)CC1	-2%	-0.3%	6%	2%	0.0%	2%	-1.3	67	0.8%	i	8
O=C(Nn1c(-c2ccc(Br)cc2)nc2ccccc2c1=O)c1ccncc1	-4%	0.1%	6%	11%	0.1%	-2%	1.5	54	1.4%	i	29
O=[N+]([O-])c1cc(S(=O)(=O)N2CCCC2)ccc1N/N=C/c1cccnc1	-6%	0.3%	2%	3%	-1.3%	0%	2.0	49	1.4%	i	34
CCCN(CC1CC1)C(=O)CSc1nnc(-c2cc(-c3cccs3)nc3ccccc23)o1	-1%	-0.2%	10%	-6%	0.2%	0%	4.2	45	3.8%	i	57
Cc1cc(Cl)ccc1OCC(=O)OCC(=O)Nc1ccc(F)c([N+](=O)[O-])c1	-5%	-0.5%	9%	12%	-4.9%	0%	x	x	0.9%	i	40
COC(=O)c1ccccc1NC(=O)C1CCC(=O)N1S(=O)(=O)c1ccc(C)cc1 (centres undefined)	3%	0.2%	0%	7%	8.8%	7%	0.8	77	0.9%	i	51
COc1ccc(S(=O)(=O)NCc2ccc(C(=O)N3CCN(Cc4ccccc4)CC3)cc2)cc1	1%	-0.6%	6%	6%	3.5%	3%	-1.1	48	6.4%	i	40
Cc1cc(Cl)ccc1OCCCC(=O)NCc1ccccn1	-9%	0.4%	2%	0%	1.0%	17%	0.5	30	0.1%	i	37
O=C(Cn1cnnn1)NC1CCCN(Cc2ccccc2F)C1 (centres undefined)	5%	-0.3%	11%	-8%	0.2%	36%	0.8	56	1.2%	i	11
Cc1ccc(CN2CCN(Cc3ccc4cccc(F)c4n3)CC2CCO)cc1 (centres undefined)	-7%	-0.9%	-9%	0%	-0.7%	5%	2.0	53	2.4%	i	54
CCC(C)[C@H](NC(=O)N1c2ccccc2NC(=O)[C@@H]1C(C)C)C(=O)N[C@@H](Cc1ccccc1)C(=O)O (some centres undefined)	2%	-0.4%	-2%	x	5.3%	x	-2.3	97	0.7%	i	48
O=C(Cc1ccc(Cl)cc1Cl)Nc1ccncc1Cl	3%	0.2%	9%	2%	1.5%[50 µM]	26%	6.9	64	1.2%	i	9
CCCCN(C)C(=O)c1oc2ccc(S(=O)(=O)N3CCCCCC3)cc2c1C	-2%	2.6%	2%	1%	6.0%	-3%	1.9	65	5.2%	i	8
CCc1cc(CNC(=O)CCc2nnc(CCCc3ccccc3)o2)on1	7%	1.1%	14%	-2%	1.3%[50 µM]	18%	-2.0	74	3.6%	i	60
O=C(CSc1cc(Cl)ccc1Cl)NC1CC1	7%	x	6%	x	-0.3%	x	1.7	52	0.2%	i	40
COc1ccc(C(C)=NNc2ccc([N+](=O)[O-])cc2S(=O)(=O)Nc2ccccc2C(=O)O)c(OC)c1	-2%	x	10%	x	-0.8%	x	4.2	57	x	i	46
COc1ccc(N=C2S/C(=C\c3ccco3)C(=O)N2CC(C)C)cc1	-5%	0.4%	10%	2%	-0.1%	8%	6.7	39	0.6%	i	57
N#C/C(=C\c1ccc(-c2ccc([N+](=O)[O-])cc2Br)o1)C(=O)N1CCN(c2ccccc2)CC1	0%	-0.8%	5%	2%	-0.1%	19%	-1.7	96	2.5%	i	58
COc1ccc(C2C3=C(CC(C)(C)CC3=O)Oc3ncn(CCO)c(=N)c32)cc1OC (centres undefined)	-1%	0.2%	6%	-9%	1.0%	5%	-0.1	62	0.2%	i	38
CC(=O)c1ccc(S(=O)(=O)Oc2ccc(C(=O)O)cc2Cl)cc1	-7%	x	-7%	x	0.0%	x	-1.5	26	x	i	27
Cn1ncc2c1ncn1nc(COc3ccc4ccccc4c3)nc21	-1%	-0.2%	11%	0%	0.4%	9%	1.6	28	1.8%	i	34
CCOC(=O)C1CCN(CC(C)(C)NS(=O)(=O)c2ccc(C)cc2)CC1	0%	0.1%	9%	-2%	-0.2%	-3%	1.6	45	-0.1%	i	28
Cc1ccc(NC(=O)CCC(=O)NNC(=O)/C=C/C(=O)O)c(C)c1	-11%	-0.5%	8%	8%	2.5%	11%	-0.2	63	1.4%	i	38
CC(C)CN(C(=O)CCc1ccccc1)c1c(N)n(CC(C)C)c(=O)[nH]c1=O	-4%	0.1%	6%	4%	2.1%[50 µM]	6%	0.0	52	-0.5%	i	8
CNC(=O)c1nc(C)n(-c2cc(Cl)ccc2Cl)n1	3%	0.9%	6%	-3%	0.3%	20%	-1.3	87	1.2%	i	22
CCOc1ccc(C(=O)N2CCN(c3ccccc3)CC2)cc1OCC	-2%	-0.4%	6%	9%	0.1%	1%	-0.4	58	0.1%	i	45
O=C1CSC(c2ccccc2F)N1 (centres undefined)	-10%	0.4%	9%	-10%	6.7%	21%	-0.5	44	x	i	56
O=C(NCC(=O)N(c1cccnc1)C(C(=O)NC1CCCC1)c1ccccc1)c1ccco1 (centres undefined)	x	0.3%	7%	-7%	0.1%	16%	1.7	56	-1.4%	i	48
NCCNc1ccc([N+](=O)[O-])c(Sc2nc3ccccc3[nH]2)c1	-3%	-0.4%	10%	5%	u	7%	-2.1	61	1.8%	i	31
Cc1nc2ccccn2c1C(=O)NC1CCCc2ccccc21 (centres undefined)	-4%	-1.6%	4%	-2%	0.4%	0%	1.2	36	10%	i	21
COc1cc(C(=O)NCc2ccc3c(c2)OCO3)ccc1OCc1c(C)noc1C	0%	0.1%	1%	-5%	1.1%	0%	0.3	64	2.0%	i	14
CCN1C/C(=N\S(=O)(=O)/N=C2\CN(CC)C(=O)N2CC)N(CC)C1=O	1%	0.3%	7%	-5%	0.8%[50 µM]	4%	0.3	47	-1.8%	i	32
COc1cc(/C=N/n2c(C)nc3ccccc3c2=O)cc(OC)c1O	4%	-0.1%	7%	-5%	-0.1%	14%	0.3	71	1.1%	i	61
O=C(NCCO)c1cccc2c1C(=O)c1ccccc1-2	-6%	0.8%	14%	-1%	0.7%[50 µM]	9%	3.7	54	0.4%	i	15
Cc1ccc(-c2ccc(=O)n(CC(=O)NCCN(C)C)n2)cc1	4%	0.1%	10%	-4%	0.2%	8%	1.3	44	1.3%	i	19
CC(NC(=S)NCCN1CCOCC1)C12CC3CC(CC(C3)C1)C2 (centres undefined)	x	-0.8%	x	5%	x	9%	1.0	37	1.7%	i	35
Cc1ccc(OCC(=O)N/N=C/c2ccncc2)cc1C	7%	-0.3%	8%	14%	1.5%	3%	0.0	44	1.4%	i	23

Screens as filed in PubChem.
